BH1578 lux ind = induces V. cholerae light production without autoinducers; V. cholerae BH1578 lux reporter, luminescence, 6 h; activation, % at 18.7 µM; 350,000 tested, 0.16% active; in the data active = activation mostly above about 9.7%, no sharp cut-off; inconclusive = no clear call, values can overlap the other calls; inactive = mostly below about 3.7%; also: not every result past the cut was called active; inactives centre near 0; reference of the scale not given here
SARS 3CLpro inh = SARS-CoV 3CLpro protease inhibition; P0C6X7; recombinant SARS-CoV 3CLpro, quenched FRET peptide cleavage; inhibition, % at 6 µM; 290,000 tested, 0.14% active; AID 1706; in the data active = inhibition above about 12%
Anthrax LF prot = anthrax lethal factor protease inhibition | multiplex microsphere protease cleavage assay, LF | inhibition, % at 10 µM | 360,000 tested, 0.12% active | AID 588501; in the data active = inhibition above about 30%; inconclusive = no clear call, values can overlap the other calls; also: plate controls were buffer without enzyme for full effect and enzyme alone for no effect
Target sequence (P15917 whole entry, looked up): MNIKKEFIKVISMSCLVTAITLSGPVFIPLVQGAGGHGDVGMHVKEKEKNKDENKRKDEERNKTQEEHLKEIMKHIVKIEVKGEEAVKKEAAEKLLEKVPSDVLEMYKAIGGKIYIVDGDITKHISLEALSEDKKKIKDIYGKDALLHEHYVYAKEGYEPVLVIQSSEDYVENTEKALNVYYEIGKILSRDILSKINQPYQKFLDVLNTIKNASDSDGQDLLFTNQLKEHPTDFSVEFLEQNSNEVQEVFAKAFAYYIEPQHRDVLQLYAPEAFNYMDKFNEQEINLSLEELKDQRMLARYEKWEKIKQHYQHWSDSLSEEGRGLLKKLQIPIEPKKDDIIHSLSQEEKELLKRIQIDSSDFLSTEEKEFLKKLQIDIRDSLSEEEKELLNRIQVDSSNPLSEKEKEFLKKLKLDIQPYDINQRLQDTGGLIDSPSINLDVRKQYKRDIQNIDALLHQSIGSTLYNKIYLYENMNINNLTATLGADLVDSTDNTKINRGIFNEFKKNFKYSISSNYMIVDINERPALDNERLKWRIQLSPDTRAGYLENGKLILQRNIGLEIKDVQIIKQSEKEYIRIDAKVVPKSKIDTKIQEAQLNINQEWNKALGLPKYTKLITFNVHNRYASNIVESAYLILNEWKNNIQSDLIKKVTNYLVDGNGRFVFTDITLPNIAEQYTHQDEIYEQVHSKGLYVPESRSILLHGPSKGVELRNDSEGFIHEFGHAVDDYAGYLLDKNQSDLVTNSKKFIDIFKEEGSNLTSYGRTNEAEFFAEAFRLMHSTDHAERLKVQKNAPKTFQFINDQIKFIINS
Yp Topo-I inh = blocks Yersinia pestis topoisomerase I activity | 360,000 tested, 0.064% active | activity, % at 10 µM | AID 504884 | Y. pestis Topo-I cleavage product accumulation, plate reader; in the data active = activity above about 50%, passing the limit was not always enough; inconclusive = no clear call, values can overlap the other calls; also: inactives centre near 2
Rv3671c protease = inhibits the M. tuberculosis serine protease Rv3671c | P9WHR9 | inhibition, % at 5.96 µM | 320,000 tested, 0.048% active | AID 2606; in the data active = inhibition above about 38%;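 also: extracellular domain of Rv3671c used as enzyme; 0% = enzyme with DMSO and 100% = no enzyme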
PfHsp40 rescue = compounds rescuing yeast from Plasmodium falciparum HSP40 toxicity. 340,000 tested, 0.68% active. growth rescue, % at 12.5 µM. S. cerevisiae expressing PfHsp40, growth rescue, ATP luminescence; in the data active = growth rescue above about 28%, passing the limit was not always enough; inconclusive = no clear call, values can overlap the other calls;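 also: yeast W303a lacking pdr1 and pdr3 grown in galactose medium; growth measured after three days at 30 °C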
VHR inh abs = inhibitors of human VHR1 phosphatase (DUSP3); P51452; inhibition, % at 13.3 µM; 290,000 tested, 0.52% active; recombinant VHR phosphatase, pNPP absorbance; in the data active = inhibition above about 50%; also: some compounds called inactive have numbers as strong as hits
Target sequence (P51452 whole entry, looked up): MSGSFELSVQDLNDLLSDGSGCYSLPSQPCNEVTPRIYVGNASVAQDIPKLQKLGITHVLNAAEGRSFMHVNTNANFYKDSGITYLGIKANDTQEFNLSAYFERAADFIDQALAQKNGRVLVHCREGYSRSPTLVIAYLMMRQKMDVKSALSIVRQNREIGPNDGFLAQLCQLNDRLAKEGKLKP
TcdB inh = inhibitors of Clostridioides difficile toxin B glycohydrolase. P18177. TcdB glycohydrolase enzymatic assay, plate reader. inhibition, % at 9.99 µM. 350,000 tested, 0.24% active; in the data active = inhibition above about 10%
PriA SSB inh = inhibitors of Klebsiella pneumoniae PriA binding to SSB C-terminal tail; inhibition, % at 33 µM; AlphaScreen SSBct-PriA binding, biotinylated peptide; AID 1272365; 430,000 tested, 0.6% active; in the data active = inhibition mostly above about 37%, no sharp cut-off; inactive = mostly below about 20%;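 also: plate controls were negative control peptide for no effect and reference peptide for full effect; strong numbers were not always called active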
MazF activator = MazEF (E. coli) toxin RNase activation; P0AE70; FAM/BHQ RNA-DNA oligo cleavage fluorescence, 5 h; activation, % at 20 µM; 350,000 tested, 0.32% active; AID 504720; in the data active = activation above about 50%
Target sequence (P0AE70 whole entry, looked up): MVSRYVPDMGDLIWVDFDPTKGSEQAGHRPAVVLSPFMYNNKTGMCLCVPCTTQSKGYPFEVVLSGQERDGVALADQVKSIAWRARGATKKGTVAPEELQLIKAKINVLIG
* = called active by the depositor; i = inactive; ? = inconclusive; · = not tested or not shown; & = joins results of further samples.

SMILES	BH1578 lux ind	SARS 3CLpro inh	Anthrax LF prot	Yp Topo-I inh	Rv3671c protease	PfHsp40 rescue	VHR inh abs	TcdB inh	PriA SSB inh	MazF activator
O=C(NC(=S)Nc1ccccc1Br)c1ccc2c(c1)OCO2	i	0	-5	12	-3	-0.3	14	-2.3	-5	38
Nc1ccccc1-c1nc2ccccc2[nH]1	i	-1	-3	-7	-10	0.2	3	·	2&-27	9
O=C(NCCCNC(=O)c1cc(Cl)ccc1Cl)c1cnccn1	-0.3	1	-10	-3	-7	-0.9	-19	0.5	-15	-4
O=c1c(=O)n(CCO)n(CCO)c(=O)n1CCO	-4.5	·	-4	5	·	·	·	0.4	·	6
COc1cccc(CN2C(=O)[C@H]3Cc4c([nH]c5ccccc45)C(C)(C)N3C2=O)c1	i	·	-3	-3	-18	12	·	2.6	17	2
Cc1cc2nccc(-c3ccc(Cl)c([N+](=O)[O-])c3)n2n1	0.1	1	1	3	0	-2.0	24	0.2	8	-25
CCOc1cc(C(=S)N2CCOCC2)ccc1OS(=O)(=O)c1ccccc1	-0.5	1	0	-9	-7	1.5	-1	·	-6	-3
CCNC(=S)NCCN1CCCCC1	i	-4	2	0	6	0.0	4	·	-19	123*
O=C(CNC(=O)N1CC(=O)Nc2ccccc21)NCCCc1ccccc1	-0.3	·	-1	-1	·	·	·	0.8	·	-3
O=C(Nc1ccn(-c2ccccc2)n1)c1ccc(S(=O)(=O)N2CCCCCC2)cc1	1.9	3	2	10	-16	4.0	19	·	-12	-1
O=C(Nc1ccc2c(c1)OCO2)c1cc(C2CCCCN2C(=O)OCCF)on1 (stereo not given)	1.2	·	2	1	·	·	·	-0.3	·	·
O=C(CNC(=O)c1ccco1)NCC(=O)OC(C(=O)c1ccccc1)c1ccc(Cl)cc1 (stereo not given)	i	1	-1	-14	6	-0.1	13	·	-1	-11
Cc1n[nH]c(C)c1CCCCOc1ccccc1[N+](=O)[O-]	-0.9	-1	8	13	-7	-0.3	-7	1.8	10	1
Cc1cc(C)nc(SCCC(=O)N(C)C)n1	i	4	8	0	-2	-0.7	-11	·	-9	1
CNC(=O)NC(=S)NC(=O)c1cccc(Cl)c1	-0.1	-2	3	-3	3	·	15	1.7	-11	-14
Cc1cccc(NC(=O)CCNC(=O)c2ccc(Br)cc2)c1C	i	2	-2	-4	·	-0.9	10	0.6	-1	-1
COc1cc2c(C(=O)N3CCN(C4CCCCC4)CC3)cn(CC(C)C)c(=O)c2cc1OC	·	-3	·	·	-3	·	-2	·	-17	4
O=C(NCc1ccccc1)C(c1ccc(O)cc1)N(C(=O)Cn1nnc(-c2cccs2)n1)c1ccc2c(c1)OCCO2 (stereo not given)	7.1	2	5	4	-77	0.6	35	·	-4	0
CCOC(=O)/C=C(\C)Sc1cc(=O)oc2ccccc12	-0.3	-6	-3	5	-4	0.9	27	·	-5	4
O=C(COC(=O)C1CCN(S(=O)(=O)c2ccccc2C(F)(F)F)CC1)NCc1ccc(F)cc1	-0.3	2	-3	13	-11	0.1	-10	-0.1	-9	5
O=C(COc1ccccc1)NCC(c1ccco1)N1CCN(c2ccccc2)CC1 (stereo not given)	i	·	?	-3	2	-1.3	·	0.8	14	-4
COc1ccc(/C=C2/SC(=S)N(NS(=O)(=O)c3ccc(C)cc3)C2=O)cc1	0.7	4	2	5	-5	0.1	-25	0.7	2	0
Nc1nsnc1C(=O)NCCO	2.6	1	-1	7	7	-0.4	0	3.8	-11	4
COc1ccc(C(=O)Cn2c(Br)nc3c2c(=O)n(C)c(=O)n3C)cc1OC	-0.4	2	-6	10	6	-1.0	15	·	2	-6
O=C(O)C1C2C=CC(C2)C1C(=O)Nc1cccc(F)c1 (stereo not given)	-1.3	-2	-1	-3	-3	-0.2	5	·	-25	3
C=CCn1c(N)c(C(=O)OCCC)c2nc3ccccc3nc21	i	6	-3	-6	-8	0.9	12	·	-37	0
CC(C)C(=O)NCCn1ccc2ccccc21	5.0	-1	8	-9	-2	0.9	24	·	-18	-15
CSc1nccn1C(=O)c1ccccc1[N+](=O)[O-]	i	-3	-5	-6	-1	0.9	37	-0.1	-17	1
COc1cc2cc(C)c(SCC(=O)N3CCN(C(=O)c4ccco4)CC3)nc2cc1OC	0.4	-7	-82	1	-1	-0.6	7	0.3	2	-2
CC1(C)C(=O)OC(C(=O)c2ccccc2)C(C)(C)C1=O (stereo not given)	i	-2	0	4	0	-0.7	-7	·	0	16
CCN1C(=O)CS/C1=N\S(=O)(=O)c1ccc(C)cc1	-3.3	-2	0	4	-2	0.1	-16	0.6	·	-1
C/C(=N\NC(=O)C1CC1(c1ccccc1)c1ccccc1)c1cccc([N+](=O)[O-])c1 (stereo not given)	-0.8	5	-3	-4	2	-1.8	-4	6.1	·	2
COCCNC(=O)CSc1nnc2c(Cl)cc(Cl)cn12	2.8	2	0	-4	4	-1.8	17	·	4	3
Cc1cc(/C=C2\NC(=O)NC2=O)c(C)n1-c1ccc(N2CCOCC2)cc1	-0.5	7	5	16	-4	0.1	12	-0.3	2	2
O=C(C1CCN(S(=O)(=O)N2CCOCC2)CC1)N1CCN(c2ccccc2)CC1	i	1	0	6	-2	0.0	24	·	0	2
O=C(COC(=O)c1ccc2c(c1)OCO2)NCc1ccc2c(c1)OCO2	·	1	14	5	2	-0.1	-14	·	1	8
Cc1ccc(S(=O)(=O)/N=C(/Nc2cccc3ccccc23)c2ccc(F)cc2)cc1	-0.2	3	-2	27	3	4.1	-4	-1.3	·	5
O=C(Nc1ccc(Cl)c([N+](=O)[O-])c1)c1cnccn1	-0.3	2	-1	3	5	0.7	-6	0.5	8	2
COc1cc(OC)c(C(=O)NCCCn2ccnc2)cc1OC	i	-1	-2	2	3	-1.1	30	1.0	-3	6
CCc1ccc(S(=O)(=O)Nc2cc(SCC(=O)O)c(O)c3ccccc23)cc1	i	5	-1	-5	-114	0.6	33	-1.6	14	-22
O=Cc1c(N2CCCCC2)nc2ccccn2c1=O	-0.9	7	-1	7	-4	0.0	34	0.6	5	-1
C/C(=N\NC(=O)C1COc2ccccc2O1)c1cccs1 (stereo not given)	i	2	-3	-2	0	-0.5	8	1.1	·	2
CCc1nnc(NS(=O)(=O)c2ccc(NC(=O)c3ccccc3OC)cc2)s1	i	-1	1	5	6	-0.9	-27	-9.5	5	-1
CN(Cc1cc(=O)n2ccsc2n1)c1ccccc1	i	1	0	0	-1	0.4	1	-0.4	3	11
N#C/C(=C\c1ccccc1O)C(=O)Nc1ccccn1	0.6	-3	9	0	-5	-0.7	-1	0.4	-4	-4

A second format for part of the listing above:
Molecule | BH1578 lux ind | SARS 3CLpro inh | Anthrax LF prot | Yp Topo-I inh | Rv3671c protease | PfHsp40 rescue | VHR inh abs | TcdB inh | PriA SSB inh | MazF activator
COc1cc(OC)c(C(=O)NCCCn2ccnc2)cc1OC | i | -1 | -2 | 2 | 3 | -1.1 | 30 | 1.0 | -3 | 6
CCc1ccc(S(=O)(=O)Nc2cc(SCC(=O)O)c(O)c3ccccc23)cc1 | i | 5 | -1 | -5 | -114 | 0.6 | 33 | -1.6 | 14 | -22
O=Cc1c(N2CCCCC2)nc2ccccn2c1=O | -0.9 | 7 | -1 | 7 | -4 | 0.0 | 34 | 0.6 | 5 | -1

Other results
SMILES	BH1578 lux ind	SARS 3CLpro inh	Anthrax LF prot	Yp Topo-I inh	Rv3671c protease	PfHsp40 rescue	VHR inh abs	TcdB inh	PriA SSB inh	MazF activator
CCn1nc(C(=O)NCCc2ccc(S(N)(=O)=O)cc2)c2ccccc2c1=O	-0.2	2	?	-4	0	0.0	11	·	-4	5
Cc1cccc(NC(=O)c2cccc(S(=O)(=O)N(C)c3ccccc3)c2)n1	i	·	7	4	7	2.8	·	1.5	-9	-25
Cc1ccc(S(=O)(=O)N(C)c2ccc(C(=O)NCc3cccnc3)cc2)cc1	-5.3	5	7	7	-2	1.8	10	-0.2	39*	1
Nc1nc(NCCO)nc(N2CCCCCC2)c1[N+](=O)[O-]	-0.5	0	-23	-7	7	-2.2	12	0.9	-4	2
CC(Oc1cccc2c1OC(C)(C)C2)C(=O)O (stereo not given)	0.0	5	-1	0	5	-0.9	9	·	1	-5
CSc1nc(N)nc(SCC(=O)c2ccc(C)cc2)c1C#N	i	-4	0	7	-6	-0.9	8	·	1	-6
CCCCOc1ccc(N(CC(=O)NCc2ccco2)C(=O)CCC(=O)Nc2nccs2)cc1	-0.3	1	1	5	-2	-0.3	-20	-1.0	-1	-15
CCN(CCCNC(=O)CCn1c(=O)[nH]c2ccsc2c1=O)c1ccccc1	i	1	4	3	5	0.8	-3	-0.3	-18	4
CCOC(=O)c1cnn(-c2ccccn2)c1N	i	0	0	0	-2	-0.4	10	·	-16&-13	-7
CCCNC(=O)NC1CCCCCCC1	-0.3	1	-2	3	1	-0.2	17	0.2	2	1
N#CC1=C(N)N(c2ccccc2)C(c2ccccc2)C1(C#N)C#N (stereo not given)	i	1	-5	-4	12	1.1	2	·	19	9
Cc1sc2c(c1C)c(=O)n(-c1ccc(F)cc1)c(=O)n2CC(=O)NCc1ccco1	i	-2	-1	10	·	-1.1	27	·	-2	-28
CCOc1ccccc1CN1CCN(Cc2cc3ccccc3[nH]2)CC1CCO (stereo not given)	-0.3	4	-2	17	0	-0.7	20	0.9	-9	4
CCCCN(C=O)c1c(CC)nc2ccc(C(=O)N(CC)CCN(C)C)cn12	-5.0	·	-4	6	·	·	·	1.2	·	·
C/C(=N\Nc1ccc(F)cc1)c1ccncc1	-0.2	-1	-1	-1	4	-0.2	26	·	·	1
NC(=O)CC(NC(=O)Cc1ccc(Br)cc1)c1ccc(NCCN2CCOCC2)c([N+](=O)[O-])c1 (stereo not given)	i	1	-7	16	-14	-1.0	9	0.7	-27	6
CCN(CC)c1ncnc2c1ncn2[C@H]1CN(Cc2ccc(-c3ccccc3)cc2)C[C@@H](CO)O1	0.1	·	0	24	·	·	·	0.4	·	·
Cc1cc(N2CCN(C)CC2)nc2ccc(NC(=S)NCCCN3CCN(C)CC3)cc12	i	-2	-5	-17	5	?	42	2.6	-12	6
CC(C)Cn1c(O)c(N=NC(=O)c2cccc(S(=O)(=O)N3CCCCC3)c2)c2ccccc21	-0.3	-8	-6	17	1	-0.3	8	·	9	1
COC(=O)C1=C(c2ccccc2OCc2ccccc2)C[C@@H]2CC[C@H]1N2C(=O)NCc1ccc(Cl)cc1	-1.2	·	-3	23	-21	2.3	·	-0.4	-23	-8
CSc1ccccc1NC(=O)COC(=O)CSc1ccc(C)cc1	i	·	0	-10	1	1.4	·	0.8	-22	3
Cc1ccc2c(c1)N(CCC(=O)NC1CCCCC1)C(=O)CO2	i	3	3	10	2	-0.9	17	-0.1	-7	9
CC(/C=C/c1ccccc1)=N\NC(=O)CNC(=O)c1ccccc1Cl	i	0	-1	-5	-10	-0.3	-12	-0.5	·	5
COc1ccc(OC)c(C2=NS(=O)(=O)N(C)C(C(=O)Nc3ccc(C(C)=O)cc3)=C2)c1	-0.2	0	1	1	-13	1.8	11	-2.2	11	2
CCOC(=O)c1cccc(COC(=O)c2cccc(-c3nnc(-c4ccccc4)o3)c2)c1	-3.7	1	0	-2	1	3.8	-2	·	-5	-8
CC(=O)c1ccc(NC(=S)N2CCC(O)CC2)cc1	-1.4	1	-1	-11	-6	0.1	39	·	-16	9
COC(=O)c1ccc(CSc2nnc(CNC(=O)c3cccs3)o2)o1	-5.6	3	3	-3	-8	0.6	24	·	-10	-5

3 compounds out of the list, arranged by length of the SMILES, highest first:
SMILES	BH1578 lux ind	SARS 3CLpro inh	Anthrax LF prot	Yp Topo-I inh	Rv3671c protease	PfHsp40 rescue	VHR inh abs	TcdB inh	PriA SSB inh	MazF activator
NC(=O)CC(NC(=O)Cc1ccc(Br)cc1)c1ccc(NCCN2CCOCC2)c([N+](=O)[O-])c1 (stereo not given)	i	1	-7	16	-14	-1.0	9	0.7	-27	6
CC(/C=C/c1ccccc1)=N\NC(=O)CNC(=O)c1ccccc1Cl	i	0	-1	-5	-10	-0.3	-12	-0.5	·	5
CC(=O)c1ccc(NC(=S)N2CCC(O)CC2)cc1	-1.4	1	-1	-11	-6	0.1	39	·	-16	9

Only part of the results is shown; the hit share may differ from the screen's.
